NOD2-RIPK2 inh: blocks binding of human NOD2 to RIPK2. O43353. 360,000 compounds, 0.38% hits. inhibition, % at 4.98 µM. CHO BLA complementation NOD2-RIPK2, CCF4 ratio; in the data active means inhibition above about 21%;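 further: 0% = vehicle only and 100% = reference blocker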
SRC2 inh: human SRC2 (NCOA2) inhibition | HEK293 GAL4-SRC2 luciferase reporter, luminescence | inhibition, % at 9 µM | AID 651957 | 370,000 compounds, 0.17% hits;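 active means inhibition above the mean inhibition of all tested compounds plus 3 SD, set per campaign, cut at about 52% in these data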;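 further: 0% = DMSO treated cells and 100% = cells given Gossypol at 36 µM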
TRAIL sens C8: caspase-8 TRAIL sensitization | NB7+C8 cells + TRAIL, ATPlite viability luminescence | inhibition (viability loss, TRAIL sensitization), % at 10 µM | 360,000 compounds, 1% hits | AID 624354;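 active means compounds causing at least 50% loss of cell viability in the single-dose screen, relative to plate controls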
COUP-TFII inh: NR2F2 (human) inhibition, primary screen; P24468; AID 686940; inhibition, % at 8.6 µM; 370,000 compounds, 0.7% hits; HEK293T NGFI-A luciferase reporter, luminescence;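 active means inhibition above a per-plate cutoff, mean inhibition of test wells between control levels plus 3 SD, cut at about 38% in these data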;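 further: cells cotransfected with COUP-TFII expression vector driving the NGFI-A reporter; 0% = median of COUP-TF2 test wells and 100% = reporter-only cells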
LRH-1 inv ag: inverse agonists of human LRH-1 (NR5A2) | O00482 | 360,000 compounds, 0.13% hits | inhibition, % at 3.6 µM | HEK293T StAR-luciferase reporter, LRH-1 transfected, 24 h | AID 602396;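 active means inhibition above the mean inhibition of all tested compounds plus 3 SD, cut at about 73% in these data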;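 further: 0% = DMSO wells and 100% = reporter-only cells lacking LRH-1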
TROY signal inh: inhibitors of TROY-dependent NF-kB signaling | AID 1347056 | 360,000 compounds, 0.98% hits | inhibition, % at 10 µM | Q293 LMP1-TROYcd NF-kB luciferase reporter, 4 h;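 active means compounds whose plate-normalised and pattern-corrected inhibition of the luciferase reporter signal at the single screening dose is 50% or more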
SRC3 inh: human NCOA3 inhibition; HEK293 GAL4-SRC3 luciferase reporter, luminescence; inhibition, % at 3.6 µM; 360,000 compounds, 0.17% hits; AID 588352;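 active means inhibition above a per-campaign cutoff, the mean of all compounds plus 3 SD, cut at about 60% in these data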;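 further: 0% = DMSO-treated cells and 100% = gossypol-treated cells at 36 µM; higher means less SRC3-driven luciferase light from the GAL4 reporter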
Vif inh: HIV Vif inhibition; HEK293T cells, Vif self-association by quenched fluorescence, imaging, 24 h; inhibition, % at 7.49 µM; 340,000 compounds, 0.35% hits; AID 602346; in the data active means inhibition above about 50%, passing the limit was not always enough; further: some results filed as inactive read as strong as hits
TLR9-MyD88 inh: blocks human TLR9 binding to MyD88; 340,000 compounds, 0.21% hits; Q9NR96+Q99836; AID 504734; CHO BLA complementation TLR9-MyD88, CCF4 FRET ratio; inhibition, % at 4.98 µM;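 active means inhibition above the mean over all tested compounds plus 3 SD, cut at about 21% in these data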;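 further: 0% = DMSO only wells and 100% = clavulanate BLA inhibitor control wells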
NCOA1 inh: inhibits human SRC1 coactivator | AID 588354 | inhibition, % at 3.6 µM | 360,000 compounds, 0.12% hits | HEK293 GAL4-SRC1 luciferase reporter, luminescence;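 active means inhibition above the campaign mean plus 3 SD, with each screening campaign given its own cutoff, cut at about 60% in these data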;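 further: 0% = DMSO treated cells and 100% = gossypol at 36 µM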
EBV LMP1 NFkB: inhibitors of Epstein-Barr LMP1-induced NF-kappaB reporter; LMP1-induced NF-kappaB luciferase reporter cells, luminescence; inhibition, % at 12.5 µM; 350,000 compounds, 0.69% hits; AID 504558; in the data active means inhibition above about 41%;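 further: 0% = neutral control wells and 100% = reference inhibitor control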
* marks the source's active call; other numbers are inactive results; . = no result given. Only part of the results is shown (hit frequency here may not be typical).

(1) CCN(Cc1ccc(OC)c(COC)c1)CC1CCCN(CCc2cccc(F)c2)C1 (centres undefined)
(2) Cc1ccc(C)c(NC(=O)COC(=O)CSc2ccccc2)c1
(3) Cc1cc(=O)oc2cc(O)cc(O)c12
(4) CC(=O)Nc1c(Cl)n(C(C)=O)c2ccccc12
(5) COc1cccc(CC(=O)n2nc(N)c3cc4ccc(OC)cc4nc32)c1
(6) CCCn1c(SCC(=O)Nc2cccc(NC(C)=O)c2)nnc1C(C)C
(7) S=C(Nc1ccc(Cl)cc1Cl)N1CCCC1
(8) CCn1cc(CNC(=O)c2cccc([N+](=O)[O-])c2)c(C)n1
entry no.	1	2	3	4	5	6	7	8
NOD2-RIPK2 inh	-4	-3	-14	3	9	-7	-16	-8
SRC2 inh	-16	-6	11	-23	4	6	7	-12
TRAIL sens C8	10	-8	0	2	-1	8	-8	-17
COUP-TFII inh	9	12	-5	2	-13	-14	-17	-2
LRH-1 inv ag	-19	-20	13	0	-15	-13	-24	20
TROY signal inh	6	-11	4	-33	7	15	-33	10
SRC3 inh	2	13	1	-48	2	-4	-27	7
Vif inh	-3	11	17	3	-12	4	-6	1
TLR9-MyD88 inh	-3	5	-3	2	5	4	-1	-13
NCOA1 inh	-15	-3	9	-8	15	-14	-40	1
EBV LMP1 NFkB	-2	-4	-14	-6	-21	3	-14	-5

(9) Cc1cc(C)cc(NC(=O)CSc2nnc(CNC(=O)c3ccco3)o2)c1
(10) CC(C)[C@H](N)C(=O)NC[C@H](CC(=O)NC[C@H]1CC[C@H](C(=O)O)CC1)c1ccc(Cl)cc1
(11) CCOC(=O)CC1(NC(=O)C2CCC(=O)N(Cc3ccccc3F)C2)CCCCC1 (centres undefined)
(12) CC(SCc1ccccc1)C(=O)Nc1ccccc1 (centres undefined)
(13) Cn1c(SCc2ccccc2)nnc1C1CCCNC1 (centres undefined)
(14) CCS(=O)(=O)c1ccc(O)c(NC(=O)Nc2ccccc2OC)c1
(15) CC(C)(C)NC(=O)CCSc1nnc(-c2ccco2)o1
(16) CCn1nnc(NC(=O)c2ccc([N+](=O)[O-])o2)n1
entry no.	9	10	11	12	13	14	15	16
NOD2-RIPK2 inh	0	-1	2	-4	-4	6	1	1
SRC2 inh	0	7	2	-6	-14	-1	-1	3
TRAIL sens C8	9	-21	13	-6	3	-20	22	4
COUP-TFII inh	-7	-11	8	-9	-4	-6	-2	-11
LRH-1 inv ag	16	-7	4	-2	-10	-10	-27	47
TROY signal inh	-16	-16	-24	-11	14	-6	-19	-14
SRC3 inh	2	16	11	7	-5	8	-16	0
Vif inh	-10	-1	2	-9	31	8	15	2
TLR9-MyD88 inh	-2	0	1	-17	5	4	-2	7
NCOA1 inh	-25	-28	9	5	-10	-56	-3	1
EBV LMP1 NFkB	0	-7	3	3	6	0	3	-31

(17) CCSc1nnc2ccc(-c3ccc(C)cc3)nn12
(18) Cc1ccc(CNC(=O)C2CCN(c3nnc(N4CCCC4=O)s3)CC2)cc1
(19) Cc1ccc(NC(=O)C(=O)NCc2ccncc2)cc1
(20) Nn1c(SCc2cn3cc(Cl)ccc3n2)nnc1-c1ccncc1
(21) CC(=O)N1N=C(c2ccccc2)CC1c1cn(Cc2ccccc2)c2ccccc12 (centres undefined)
(22) Cc1cccc(NC(=O)/C(=C\c2ccc([N+](=O)[O-])o2)NC(=O)c2ccc(Cl)cc2)c1
(23) O=C(O)c1ccc(/C=C2\CCCc3c2nc2ccccc2c3C(=O)O)cc1
(24) CSc1ccccc1C(=O)NCc1ccc(F)cc1
entry no.	17	18	19	20	21	22	23	24
NOD2-RIPK2 inh	-9	8	-1	2	2	-8	-4	-5
SRC2 inh	-27	-11	-25	-17	10	-3	9	-1
TRAIL sens C8	-3	2	0	4	-2	-7	-20	-4
COUP-TFII inh	-14	-10	-2	5	-11	0	14	4
LRH-1 inv ag	11	5	-32	2	-25	-5	-1	3
TROY signal inh	-58	-8	-16	-2	9	1	-3	3
SRC3 inh	-11	3	-6	20	8	-9	-3	1
Vif inh	4	2	1	1	1	2	-5	10
TLR9-MyD88 inh	0	1	-6	6	5	6	-7	4
NCOA1 inh	-4	4	2	3	2	-17	-2	6
EBV LMP1 NFkB	-10	-10	-4	-3	2	-17	-1	4

(25) O=C(NCCc1ccccc1)C(c1ccccc1F)N(C(=O)c1csnn1)C1CC1 (centres undefined)
(26) N#Cc1nc(-c2ccco2)oc1NCc1ccc(F)cc1
(27) CN(CC(=O)N1CCN(c2ncccn2)CC1)S(=O)(=O)c1ccc(Cl)cc1
(28) CCOP(=O)(OCC)C(NC(=O)Nc1ccc(Cl)c(Cl)c1)c1ccccc1 (centres undefined)
(29) CCOc1ccc(CCNC(=O)C2CCCN(c3nn4c(=O)cc(C)nc4s3)C2)cc1OCC (centres undefined)
(30) CCN(CC(=O)NC(C)(C)C)C(=O)CCl
(31) CN(C)C(CNC(=O)c1ccc2nc[nH]c2c1)c1ccccc1 (centres undefined)
(32) COc1ccccc1NC(=O)CSc1n[nH]c(-c2cccnc2)n1
entry no.	25	26	27	28	29	30	31	32
NOD2-RIPK2 inh	-1	-5	-2	4	0	-17	-4	-12
SRC2 inh	9	18	-1	-12	-5	29	-5	9
TRAIL sens C8	-2	-10	-4	10	-3	22	-3	-8
COUP-TFII inh	-16	-3	11	14	-1	-8	4	7
LRH-1 inv ag	2	-2	-4	3	-10	8	-8	-14
TROY signal inh	-9	20	12	4	0	2	-8	-8
SRC3 inh	6	-1	-26	10	26	12	16	-35
Vif inh	-9	-4	-2	-3	-2	-3	4	8
TLR9-MyD88 inh	-5	10	-7	-4	8	-12	-7	5
NCOA1 inh	-11	-6	1	-19	5	1	-3	-34
EBV LMP1 NFkB	-7	-7	1	4	4	-17	-4	-3

4 entries from above, field by field:
[28] CCOP(=O)(OCC)C(NC(=O)Nc1ccc(Cl)c(Cl)c1)c1ccccc1 (centres undefined)
  NOD2-RIPK2 inh = 4
  SRC2 inh = -12
  TRAIL sens C8 = 10
  COUP-TFII inh = 14
  LRH-1 inv ag = 3
  TROY signal inh = 4
  SRC3 inh = 10
  Vif inh = -3
  TLR9-MyD88 inh = -4
  NCOA1 inh = -19
  EBV LMP1 NFkB = 4

[25] O=C(NCCc1ccccc1)C(c1ccccc1F)N(C(=O)c1csnn1)C1CC1 (centres undefined)
  NOD2-RIPK2 inh = -1
  SRC2 inh = 9
  TRAIL sens C8 = -2
  COUP-TFII inh = -16
  LRH-1 inv ag = 2
  TROY signal inh = -9
  SRC3 inh = 6
  Vif inh = -9
  TLR9-MyD88 inh = -5
  NCOA1 inh = -11
  EBV LMP1 NFkB = -7

[26] N#Cc1nc(-c2ccco2)oc1NCc1ccc(F)cc1
  NOD2-RIPK2 inh = -5
  SRC2 inh = 18
  TRAIL sens C8 = -10
  COUP-TFII inh = -3
  LRH-1 inv ag = -2
  TROY signal inh = 20
  SRC3 inh = -1
  Vif inh = -4
  TLR9-MyD88 inh = 10
  NCOA1 inh = -6
  EBV LMP1 NFkB = -7

[31] CN(C)C(CNC(=O)c1ccc2nc[nH]c2c1)c1ccccc1 (centres undefined)
  NOD2-RIPK2 inh = -4
  SRC2 inh = -5
  TRAIL sens C8 = -3
  COUP-TFII inh = 4
  LRH-1 inv ag = -8
  TROY signal inh = -8
  SRC3 inh = 16
  Vif inh = 4
  TLR9-MyD88 inh = -7
  NCOA1 inh = -3
  EBV LMP1 NFkB = -4

New compounds follow:
(33) N#Cc1c(SCC(=O)N2CCCCC2)nsc1SCC(=O)N1CCCCC1
(34) COc1ccccc1S(=O)(=O)Nc1cc(C)nn1-c1ccc(C)cc1
(35) O=C(NCC(c1ccco1)N1CCOCC1)c1ccc(Cl)cc1 (centres undefined)
(36) O=C(NNC(=O)C1CC1)c1cc2cc3ccccc3nc2s1
(37) COCc1cc(C)nc(N/N=C/c2ccc(-c3ccc(Cl)cc3[N+](=O)[O-])o2)c1C#N
(38) Cc1ccc(NC(=O)c2ccc(COc3ccc4c(c3)CCC4)cc2)c(C)c1
(39) CC(C)C[C@@H](CN1CCC[C@H]1CN1C(=O)C(=O)NC[C@@H]1Cc1ccccc1)N1C[C@H](Cc2ccc(O)cc2)N(CC2CCCCCC2)C(=O)C1=O
(40) COc1ccc2[nH]c(C(=O)NCCN3CCOCC3)cc2c1
entry no.	33	34	35	36	37	38	39	40
NOD2-RIPK2 inh	5	1	1	3	-10	2	-18	-6
SRC2 inh	-20	-13	3	12	-11	-6	-31	-2
TRAIL sens C8	6	3	0	-6	-3	-10	15	-3
COUP-TFII inh	-2	1	-1	2	2	7	9	4
LRH-1 inv ag	13	15	-1	-10	5	-13	14	6
TROY signal inh	-6	2	21	-9	-12	-53	40	0
SRC3 inh	1	1	3	-1	-6	4	.	12
Vif inh	18	-10	1	-5	0	-2	.	15
TLR9-MyD88 inh	5	-1	-9	8	-2	-2	.	-8
NCOA1 inh	12	-22	-2	-8	-28	-8	.	11
EBV LMP1 NFkB	-3	3	8	7	-7	-1	.	2

(41) CC(C)c1ccccc1NC(=O)COC(=O)c1cc(=O)[nH]c(=O)[nH]1
(42) Cn1c(C(=O)N[C@@H](C(=O)O)c2ccccc2)cc2cc(Cl)ccc21
(43) O=C(O)CN1C(=O)c2cccc(Oc3ccc(Cl)cc3)c2C1=O
(44) Cc1ccccc1-n1ncc2c1CC(C)(C)CC2NC(=O)CCC(F)(F)F (centres undefined)
(45) Cc1ccc(-n2ncc(C(=O)N3CCN(C(=O)c4ccco4)CC3)c2C2CCN(C(=O)OC(C)(C)C)CC2)cc1C
(46) O=C(NCCc1ccco1)C(=O)NCC1OCCCN1S(=O)(=O)c1ccc(F)cc1 (centres undefined)
(47) CNC(=O)c1cc2cc(OC)ccc2n1CCN(Cc1ccccc1)Cc1ccccc1
(48) Cc1ccc2c(c1)C1(OCCCO1)C(=O)N2
(49) CCCCCSc1nc2c(cnn2-c2ccccc2)c(=O)[nH]1
entry no.	41	42	43	44	45	46	47	48	49
NOD2-RIPK2 inh	-7	-11	-11	5	-12	-9	6	2	-2
SRC2 inh	20	-8	-20	-5	-8	11	-7	-50	10
TRAIL sens C8	-14	-19	0	1	6	-11	5	-13	-8
COUP-TFII inh	5	-11	10	-5	11	10	7	11	3
LRH-1 inv ag	3	17	22	10	-10	12	2	14	12
TROY signal inh	-1	-2	-1	-9	-9	-10	-3	-3	-8
SRC3 inh	0	-32	1	-11	-13	15	-41	2	0
Vif inh	0	-1	0	-1	-4	2	-1	-2	.
TLR9-MyD88 inh	-4	5	5	4	1	-10	-3	-8	-5
NCOA1 inh	6	-7	-4	-5	2	-18	-6	9	-1
EBV LMP1 NFkB	13	-2	-10	5	-3	-3	5	0	0

Bioassay records from PubChem.
